Screens as filed in PubChem.
PHOSPHO1 inh: inhibitors of human PHOSPHO1 phosphatase; inhibition, % at 13.3 µM; actives 1.1% (n = 290,000); recombinant PHOSPHO1, absorbance phosphatase assay; in the data active = inhibition above about 60%
Target sequence (Q8TCT1 whole entry, looked up): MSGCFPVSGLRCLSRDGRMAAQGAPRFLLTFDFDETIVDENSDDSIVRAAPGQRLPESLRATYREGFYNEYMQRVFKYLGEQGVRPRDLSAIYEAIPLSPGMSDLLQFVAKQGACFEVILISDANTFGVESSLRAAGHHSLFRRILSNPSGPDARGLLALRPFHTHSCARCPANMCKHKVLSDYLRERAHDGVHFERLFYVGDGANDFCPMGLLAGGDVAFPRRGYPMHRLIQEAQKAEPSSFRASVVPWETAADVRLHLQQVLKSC
NALP1 yeast inh: inhibitors of NALP1 inflammasome in yeast; S. cerevisiae NALP1/ASC/caspase-1 growth, X-gal OD620, 72 h; inhibition, % at 10 µM; actives 0.61% (n = 280,000); AID 2071; in the data active = inhibition mostly above about 24%, no sharp cut-off; inactive = mostly below about 32%; also: some compounds called inactive have numbers as strong as hits
MEKK3 PB1 HTS: MEKK3-MEK5 PB1 interaction, increase or decrease | bead-based flow cytometry, Alexa488-MEK5 binding to MEKK3; actives lie on both sides; 0 = blocked by unlabeled MEK5, 100 = vehicle | binding response (% of control), % at 10 µM | actives 1.4% (n = 290,000) | AID 1529;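 active = binding response more than 3 SD above or below the average of its plate-row segment, actives on both sides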;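 also: Alexa488 bead fluorescence after subtracting the streptavidin-only scavenger bead signal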
V1R ag counter: V1a receptor agonism, counter-screen for OXTR agonists; P37288; CHO-V1R cells, Fluo-8 calcium fluorescence, agonist mode; 0% DMSO, 100% 3 nM vasopressin; activation, % at 3 µM; actives 0.25% (n = 320,000);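 active = activation above the mean activation of all tested compounds plus 3 SD, per screening run, cut at about 20% in these data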;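 also: signal is peak over basal fluorescence ratio across a 100 second FLIPR read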
GalR3 antag: blocks the human galanin receptor 3; O60755; HEK293 GalR3-CNG cAMP membrane potential fluorescence; galR3 body fused to GalR1 C-terminus; inhibition, % at 3 µM; actives 0.44% (n = 360,000); AID 651719;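 active = inhibition above the screen-wide average plus 3 SD, cut at about 13% in these data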;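 also: forskolin and galanin both at EC90 stimulate the cells; cAMP rise reported by CNG channel membrane potential dye signal; 0% = forskolin plus galanin with DMSO and 100% = forskolin alone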
MEKK2mut PB1 HTS: signal of MEK5 binding to mutant human MEKK2 PB1 domain | bead flow cytometry, Alexa488-MEK5 binding to MEKK2 mutant | percent response, % at 10 µM | actives 0.35% (n = 290,000) | AID 1530; in the data active = percent response above about 24%, passing the limit was not always enough; also: inactives centre near 1; some results filed as inactive read as strong as hits; reference of the scale not given here
OXTR ag: human OXTR agonism. P30559. CHO-OTR cells, Fluo-8 calcium fluorescence; normalized: DMSO 0%, oxytocin 100%. activation, % at 3 µM. actives 0.32% (n = 320,000). AID 2435;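 active = activation above the mean of all tested compounds plus 3 SD, cutoff set per screening run, cut at about 20% in these data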;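 also: peak over basal fluorescence ratio from a 100 s FLIPR kinetic read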
Target sequence (P30559 whole entry, looked up): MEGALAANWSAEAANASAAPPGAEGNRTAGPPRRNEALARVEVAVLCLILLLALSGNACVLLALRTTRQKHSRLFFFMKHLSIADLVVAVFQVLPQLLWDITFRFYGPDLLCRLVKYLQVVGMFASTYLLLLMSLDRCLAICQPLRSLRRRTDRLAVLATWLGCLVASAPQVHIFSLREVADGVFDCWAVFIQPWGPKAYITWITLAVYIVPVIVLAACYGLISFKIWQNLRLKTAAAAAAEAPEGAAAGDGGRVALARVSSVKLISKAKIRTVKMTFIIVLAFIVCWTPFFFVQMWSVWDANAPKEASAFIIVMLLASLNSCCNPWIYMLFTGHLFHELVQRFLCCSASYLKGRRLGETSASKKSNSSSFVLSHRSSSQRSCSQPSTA
MEKK2wt PB1 HTS: raises or lowers MEK5 binding to wildtype human MEKK2 PB1 domain; bead flow cytometry, Alexa488-MEK5 binding to MEKK2 WT; actives lie on both sides; binding response (% of control), % at 10 µM; actives 1.1% (n = 290,000); AID 1531; in the data active = binding response below about 67% or above about 130%
GPR7 antag: blocks human GPR7 receptor signaling; GPR7-expressing cells, fluorescence antagonist assay; actives 1.1% (n = 290,000); P48145; inhibition, % at 4.4 µM; in the data active = inhibition above about 16%, passing the limit was not always enough;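 also: cells stimulated with the agonist NPW; 0% = agonist with vehicle and 100% = vehicle without agonist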
Target sequence (P48145 whole entry, looked up): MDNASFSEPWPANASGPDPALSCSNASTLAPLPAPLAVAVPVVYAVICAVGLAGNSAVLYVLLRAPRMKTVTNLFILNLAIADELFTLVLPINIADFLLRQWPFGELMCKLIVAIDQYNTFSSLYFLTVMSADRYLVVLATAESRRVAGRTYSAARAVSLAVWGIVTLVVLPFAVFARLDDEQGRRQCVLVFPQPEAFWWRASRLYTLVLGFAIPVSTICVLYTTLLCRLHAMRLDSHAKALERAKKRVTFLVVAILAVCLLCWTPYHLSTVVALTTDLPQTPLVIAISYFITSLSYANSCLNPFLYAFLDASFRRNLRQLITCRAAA
* = called active by the depositor; / = not tested or not shown.

SMILES	PHOSPHO1 inh	NALP1 yeast inh	MEKK3 PB1 HTS	V1R ag counter	GalR3 antag	MEKK2mut PB1 HTS	OXTR ag	MEKK2wt PB1 HTS	GPR7 antag
O=C(CCCC1=NS(=O)(=O)c2ccccc2N1)N1CCN(c2ccc([N+](=O)[O-])cc2)CC1	1	19	101	-0.1	-7	1	-0.5	99	8
CCOC(=O)C1(CCCc2ccccc2)CCN(C(=O)c2cnc(C)cn2)CC1	32	-7	98	5.9	-6	-11	5.4	88	4
Cc1cccc(NC(=O)COC(=O)C2C3CC4OC(=O)C2C4C3)c1C (configuration not stated)	10	16	99	1.1	-2	2	-0.4	95	-13
COc1ccc(NC(=S)N2CCN(C(=O)C3CCCO3)CC2)c(OC)c1 (configuration not stated)	-16	15	93	13	-4	-2	1.1	95	-9
CC(C)(C)c1cc(NCc2ccccn2)n2ncc(-c3ccc(Cl)cc3)c2n1	25	2	91	0.5	-3	-8	-0.7	93	-3
O=C(c1ccc(Br)cc1)C1CCc2occc2C1=O (configuration not stated)	2	7	99	-0.5	-5	-4	-2.9	95	2
CCc1cc(=O)oc2c(C)c(OCC(=O)N3CCC[C@@H]3C(=O)O)ccc12	23	18	101	1.6	-5	5	0.1	105	-8
O=C(Cc1ccccc1)Nc1ccccc1C(=O)N1CCCCCC1	47	-2	102	-0.6	-4	3	-0.2	94	-7
Cc1nnc(SCc2cnc(-c3ccccc3)o2)[nH]c1=O	51	-3	105	0.0	-1	2	-0.6	109	-3
COC(=O)/C(=C\Nc1ccc(OC)cc1)NC(=O)c1ccc(Cl)cc1Cl	2	18	100	-1.0	-3	4	-1.7	98	-15
O=S(=O)(c1cc(Cl)ccc1Cl)N1CCc2ccccc21	-8	-14	104	0.0	-12	13	-2.7	100	-13
Cc1cc(C)c(C)c(S(=O)(=O)NC2CCN(Cc3ccccc3)CC2)c1C	27	-52	103	2.2	-10	7	3.6	118	-4

Looked up above:
GalR3 antag result of O=C(CCCC1=NS(=O)(=O)c2ccccc2N1)N1CCN(c2ccc([N+](=O)[O-])cc2)CC1 is entered as -7
OXTR ag result of CC(C)(C)c1cc(NCc2ccccn2)n2ncc(-c3ccc(Cl)cc3)c2n1 is entered as -0.7
V1R ag counter result of Cc1cc(C)c(C)c(S(=O)(=O)NC2CCN(Cc3ccccc3)CC2)c1C is entered as 2.2

The list goes on.
SMILES	PHOSPHO1 inh	NALP1 yeast inh	MEKK3 PB1 HTS	V1R ag counter	GalR3 antag	MEKK2mut PB1 HTS	OXTR ag	MEKK2wt PB1 HTS	GPR7 antag
Cc1cccc(Nc2nnc(SCC(=O)c3ccc(Br)s3)s2)c1C	16	25	98	-0.3	0	2	-0.5	96	-7
CC(=O)N1c2ccccc2C(=O)C1N1CCCCC1 (configuration not stated)	1	5	98	-0.8	-5	2	-1.6	104	5
Cc1ccc2c(C)c(C(=O)N3CCC(N4CCC(C(=O)NC5CC5)CC4)CC3)oc2c1	32	-9	98	-0.2	-5	-4	-0.7	97	-16
COCCNC(=O)c1ccccc1NC(=O)CN(c1ccc2c(c1)OCO2)S(C)(=O)=O	12	-3	97	-0.3	-2	-4	-0.8	98	-2
O=C(O)/C=C/C(=O)NNC(=O)c1ccc(Br)cc1	-6	25	82	0.8	0	-2	-1.7	97	-12
Cc1ccc(C2=CC(c3ccc(N(C)C)cc3)n3nnnc3N2)cc1 (configuration not stated)	17	6	103	9.9	/	6	7.0	101	10
COC(=O)C1C(=O)c2c([nH]c(C(=O)OCC3CCCO3)c2C)CC1C (configuration not stated)	-6	29	99	1.9	0	2	1.2	99	1
CC(=O)c1cc2c(cc1NS(=O)(=O)c1ccccc1F)OCO2	20	4	90	0.3	-11	-6	-0.3	94	-1
COc1ccc(-n2c(Cc3cc(=O)[nH]c(=O)[nH]3)nnc2SCC(=O)NC2CCCC2)cc1	33	-16	98	1.0	0	-1	0.5	100	-16
CCn1c(NC(=O)c2cccs2)nc2ccccc21	4	9	100	-1.8	-2	2	-1.9	103	-14
Cc1ccc(OCC(O)Cn2c(=N)n(Cc3ccccc3)c3ccccc32)cc1 (configuration not stated)	6	4	106	7.8	-10	6	11	140*	33*
O=C1OC(N2C(=O)CC[C@H]2C(=O)Nc2cccc(F)c2)c2ccccc21 (some centres not stated)	19	21	104	0.8	1	2	1.1	104	-5
O=C(N/N=C/C=C\c1ccccc1[N+](=O)[O-])c1cccnc1	51	/	104	0.9	-2	8	-1.1	103	-14
O=C(NCCc1ccc(Cl)cc1Cl)c1cc([N+](=O)[O-])c[nH]c1=O	18	23	100	8.7	-4	-6	11	96	14
CCOC(=O)/C(N=Nc1ccc(F)cc1)=C(/O)c1ccc([N+](=O)[O-])cc1	2	8	/	-0.3	-5	/	7.2	/	-19
CC(=O)Nc1ccccc1NC(=O)C/C(C)=N/NC(=O)c1ccncc1	45	-4	99	0.3	-5	-3	0.8	100	-9
Cc1cc(OCCN2CCOCC2)ccc1[N+](=O)[O-]	23	36	102	2.4	-11	17	2.0	110	-2
c1ccc(-n2nnnc2SCc2cccc3nsnc23)cc1	24	3	112	-1.0	0	3	-1.6	113	22
Cc1c(C(=O)Nc2ccccc2)oc2c1C(=O)CC(C)(C)C2	24	14	107	-0.8	-5	6	-1.5	112	8
Cc1cccc(/C=N/NC(=O)c2c(-c3ccccc3)noc2C)c1O	-20	5	101	2.6	-4	4	0.9	101	15
COc1ccc(/C=N/NC(=O)C(C)n2cnc3ccccc3c2=O)cc1OC (configuration not stated)	-13	22	104	-0.7	0	0	-0.7	102	-6
COc1cc2c(cc1NC(=O)CSc1cccc[n+]1[O-])oc1ccccc12	7	29	108	3.4	-3	3	5.1	96	-3
CC(=O)c1ccc(OCC(=O)c2ccc(-c3ccccc3)cc2)cc1	-2	32	86	1.2	-1	-3	0.0	83	7
CCOC(=O)CC(=O)CSc1nc2ccccc2c(=O)n1-c1ccc(C(=O)NCCOC)cc1	10	2	105	-0.1	-4	5	0.2	107	-10

A run of entries taken from the entries so far, for reference:
SMILES	PHOSPHO1 inh	NALP1 yeast inh	MEKK3 PB1 HTS	V1R ag counter	GalR3 antag	MEKK2mut PB1 HTS	OXTR ag	MEKK2wt PB1 HTS	GPR7 antag
CC(=O)c1ccc(OCC(=O)c2ccc(-c3ccccc3)cc2)cc1	-2	32	86	1.2	-1	-3	0.0	83	7
CCOC(=O)CC(=O)CSc1nc2ccccc2c(=O)n1-c1ccc(C(=O)NCCOC)cc1	10	2	105	-0.1	-4	5	0.2	107	-10

More compounds
SMILES	PHOSPHO1 inh	NALP1 yeast inh	MEKK3 PB1 HTS	V1R ag counter	GalR3 antag	MEKK2mut PB1 HTS	OXTR ag	MEKK2wt PB1 HTS	GPR7 antag
COc1ccc(-c2[nH]ncc2CN(C)C(C)c2ccon2)cc1F (configuration not stated)	20	4	103	4.0	6	1	3.1	105	-3
Nc1nc(-c2ccccc2Br)cs1	-23	-3	103	-0.7	-1	4	0.0	104	13
COc1cc2c(cc1OC)-c1cc(NC3CCCCCC3)nc(=O)n1CC2	3	6	75	0.2	52*	-9	-1.1	83	-6
CCCCNC(=O)COCc1cc(-c2ccc3c(c2)OCO3)on1	38	-12	107	3.7	-11	6	1.7	108	30
CC(C)c1ccc(S(=O)(=O)Nc2ccc(O)c(Sc3ncn[nH]3)c2)cc1	41	7	101	/	-2	3	/	102	-14
COc1ccc(S(=O)(=O)Nc2ccccc2OC)cc1NC(=O)Cc1cccs1	-10	24	102	3.2	-8	2	2.6	104	-5
COc1cc(CCC(=O)Nc2c(C(=O)N3CCN(c4ccccc4)CC3)oc3ccccc23)on1	-124	26	99	1.3	2	-4	-0.9	97	-3
O=C(NCc1ccccc1)C1=C[C@H](C2CC2)C[C@H](OCc2ccc(CO)cc2)O1	24	-2	99	-0.9	-4	-1	-0.8	102	-1
O/N=C/c1cc(Cl)ccc1OCc1ccccc1Cl	3	3	101	-0.2	-5	3	-1.4	102	-8
O=C(NCc1ccccn1)C1CCN(S(=O)(=O)N2CCCCC2)CC1	58	6	97	0.2	0	-3	1.4	95	-1
O=C(N/N=C/c1ccco1)/C(=C/c1cccc([N+](=O)[O-])c1)NC(=O)c1ccccc1	27	21	93	0.8	-6	-5	0.2	98	3
CC(=O)CC(=O)Nc1cccc2c1CCCC2	-5	-27	108	0.6	-2	5	0.8	114	4
COc1ccc(CCN2C(=O)c3ccccc3NC2c2cc(Cl)c(O)c(OC)c2)cc1 (configuration not stated)	-6	26	100	1.4	-10	-6	-0.4	97	11
O=C(N/N=C/c1cc([N+](=O)[O-])ccc1Cl)c1cnccn1	40	3	99	0.2	-6	-9	-1.5	93	7
CC(C)(C)NC(=O)CSc1nnc(CN2CCCCCC2=O)n1-c1ccccn1	28	-9	110	-0.6	-3	3	-0.3	114	-1
CCOC(=O)CCCn1ccc2cc(S(=O)(=O)N3CCCC3)ccc21	37	13	105	2.4	-6	4	1.3	109	-9
Cc1cc(C)c(NC(=O)c2cc3c(nc4sccn43)s2)c(C)c1	71*	12	103	1.9	-6	2	2.9	99	0
CSCC[C@H](NC(=O)N1CCn2c1nc1ccccc12)C(=O)N[C@@H](C(=O)O)c1ccccc1	34	-21	102	1.6	2	0	1.5	98	-6
CCOc1ccc(C(=O)CSc2nnc3ccccn23)cc1	21	-19	105	0.1	-4	8	-0.7	107	2
CC(=O)NC(CCCNC(=S)NC1CCCCC1)C(=O)O (configuration not stated)	6	-1	101	-0.9	-6	-1	-0.7	96	-2
COC(=O)c1cc(S(=O)(=O)NCCc2sccc2C)c[nH]1	23	2	100	4.7	-8	-4	3.3	96	7
COc1ccc(N(CC(=O)Nc2c(C)n(C)n(-c3ccccc3)c2=O)S(=O)(=O)c2ccccc2)cc1OC	-3	31	96	0.6	-3	-1	0.7	98	-4
COc1ccc(N/N=C(\C#N)C(=N)SCc2ccccc2)cc1	-31	6	105	/	-5	10	/	111	-6
Nc1nonc1-c1noc(CCCCCN2C(=O)c3ccccc3C2=O)n1	-21	23	104	4.5	-2	3	2.3	110	-7
O=C1CCN(S(=O)(=O)c2ccccc2)CCN1CCOCc1cccc(F)c1	27	2	105	2.2	-4	4	1.8	104	/
CCC1(C)Cc2ccccc2-c2[nH][nH]c(=O)c21 (configuration not stated)	-31	-13	106	0.1	-1	3	-1.1	101	-15
Cc1ccc(S(=O)(=O)N2CC(O)CC2C(=O)O)cc1 (configuration not stated)	/	6	100	1.2	-12	4	-0.5	101	-18
O=C(Nc1ccc(F)cc1)c1ccc(S(=O)(=O)N2CCCC2)cc1	28	0	102	2.4	-8	-2	1.3	105	0
Cc1c(N(C(=O)c2ccccn2)C2(C(=O)NC3CCCCC3)CCCCC2)c(=O)n(-c2ccccc2)n1C	-12	0	103	2.0	-5	0	-0.4	106	-12
CC(=O)c1ccc(Sc2ccccn2)c([N+](=O)[O-])c1	42	/	102	-1.4	-4	6	-0.8	98	-19
NS(=O)(=O)c1ccc(CCNS(=O)(=O)c2ccc3c(c2)NC(=O)CO3)cc1	1	0	101	0.1	-8	0	-0.5	97	6
CC(=O)c1ccc(NC(=O)C(Cc2ccccc2)NC(=O)c2ccco2)cc1 (configuration not stated)	38	-3	102	-0.6	-6	6	-0.3	105	-2
CCN(c1cccc(C)c1)S(=O)(=O)c1ccc(-c2coc(C)n2)cc1	0	12	98	-1.2	-2	-2	-1.7	100	4
CSc1nc2cc(F)c(F)cc2n1C	40	/	96	0.0	-2	3	-0.1	96	-10
CC(=O)c1ccc(N2CCN(CC(=O)Nc3ccc4c(c3)OCCO4)CC2)cc1	38	13	94	4.2	-1	-4	0.9	94	9
O=C(Nc1ccc([N+](=O)[O-])cc1)c1ccccc1	/	-16	110	2.0	-4	5	-0.5	112	0

The order is random; any-hit rate near 5.4%.
